Compound activity: PubChem, several laboratories
MT1-MMP act inh = blockers of MT1-MMP proenzyme processing, primary screen, HT1080 RFP-PRO-GFP cells, GFP/RFP fluorescence | 0.061% of 360,000 active | AID 651647, 2012 | GFP/RFP ratio fluorescence, overnight; percent of plate control window, DMSO zero | GFP/RFP ratio change, % at 20 µM;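 active = GFP/RFP ratio change of at least 30% with cell ATP level not reduced by more than half and red fluorescence within 50% of control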; note: strong numbers were not always called active
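Assay system: HT1080 RFP-PRO-GFP cells | Dosing: 20 µM single dose, 1% DMSO | Incubation: Cells overnight before dosing, compound overnight, 37 °C, 5% CO2 | Evaluation: GFP/RFP fluorescence ratio | Control set: DMSO-only wells and HT1080 RFP-L50D-GFP cell wells as references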
Neddylation inh = inhibitors of cullin neddylation, primary screen, biochemical, TR-FRET, uHTS, NAE and Ubc12. calls only at 25 µM. NEDD8-conjugating enzyme Ubc12 (Homo sapiens) + NEDD8-activating enzyme E1 regulatory …. 0.58% of 360,000 active; in the data active = inhibition above about 36%
SKN-1 block = suppressors of acrylamide-induced Pgst-4::GFP reporter in worms, primary screen, SKN-1 inhibitor project, whole organism, uHTS, GFP/RFP fluorescence ratio, strain VP596. inhibition, % at 21.8 µM. 0.49% of 360,000 active. AID 624304, 2012. C. elegans VP596 Pgst-4::GFP/RFP ratio, 24 h;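 active = interference check ratio from 0.5 to 1.5 plus GFP to RFP signal ratio inhibition reaching or exceeding a fixed threshold, cut at about 30% in these data, passing the limit was not always enough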; note: some compounds called inactive have numbers as strong as hits
FAS TE block = FAS thioesterase domain inhibitors, primary screen, biochemical, fluorescence intensity, uHTS; Fatty acid synthase (Homo sapiens), P49327; recombinant FAS-TE, OMFH fluorogenic substrate, fluorescence endpoint; inhibition, % at 15 µM; 0.67% of 360,000 active;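 active = compounds whose normalised, plate-corrected inhibition of enzyme fluorescence in the single-dose primary screen is 50% or more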;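 note: 0% = DMSO with enzyme and 100% = substrate without enzyme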
Rin1 Abl inh = inhibitors of Rin1-Abl protein binding, primary screen, biochemical, TR-FRET | inhibition, % at 7.35 µM | 0.4% of 360,000 active | AID 588664, 2011 | Tyrosine-protein kinase ABL1 (Homo sapiens) + Ras and Rab interactor 1 (Homo sapiens), …; in the data active = inhibition above about 5%, passing the limit was not always enough
NRP1-CendR mod = modulators of CendR peptide binding to NRP-1, primary screen, biochemical, fluorescence polarization, uHTS | FAM-RPARPAR peptide binding to NRP-1 | Neuropilin-1 (Homo sapiens), O14786 | 0.85% of 360,000 active | inhibition, % at 25 µM | AID 602438, 2012;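 active = inhibition or corrected inhibition above about 18%, plus a signal ratio from 0.5 to 1.5, limit read from the data, passing the limit was not always enough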; note: strong numbers were not always called active
bovine MsrA act = bovine MsrA enzyme activators, primary screen, biochemical, absorbance, HTS; Methionine sulfoxide reductase A (Bos taurus); purified bovine MsrA, absorbance read-out; activation, % at 10.6 µM; 0.3% of 360,000 active; in the data active = activation above about 7.5%;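 note: 0% = vehicle and 100% = reference activator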
eLon inh = inhibitors of E. coli Lon protease, primary screen, biochemical, fluorescence polarization; P0A9M0; purified E. coli Lon protease; inhibition, % at 7.94 µM; 0.42% of 360,000 active; AID 602123, 2011; in the data active = inhibition above about 13%, passing the limit was not always enough;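 note: 0% = enzyme with probe and DMSO and 100% = no enzyme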
PABP1 MLLE inh = inhibitors of PABP1 MLLE–PAM2 peptide binding, primary screen, biochemical, fluorescence polarization, FITC-PAM2, GST-MLLE; inhibition, % at 20 µM; Polyadenylate-binding protein 1 (Homo sapiens), P11940; 0.36% of 360,000 active; in the data active = inhibition above about 35%, passing the limit was not always enough;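 note: plate controls were DMSO wells with GST-MLLE for no effect and wells lacking GST-MLLE protein for full effect; some results filed as inactive read as strong as hits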
Starred values were filed as active, the others as inactive; i = inactive.

SMILES	MT1-MMP act inh	Neddylation inh	SKN-1 block	FAS TE block	Rin1 Abl inh	NRP1-CendR mod	bovine MsrA act	eLon inh	PABP1 MLLE inh
CC(C)c1ccc(-c2nc(N3CCCCC3)[nH]c(=O)c2C#N)cc1	0	i	-6	-1	-1	-3	-3	4	10
COc1cccc(CN2CCN(CCc3ccccc3)C(CCO)C2)c1OC (centres undefined)	0	i	5	-9	2	3	-1	1	14
Cc1cccc(OCc2nnc(SCC(=O)N3CCN(C(=O)c4ccco4)CC3)n2C)c1C	2	i	16	-8	-5	-4	-1	3	11
O=c1[nH]nnc2c1cnn2-c1ccccc1	1	i	-1	-8	2	18	-4	-1	9
Cc1[nH]c(=O)[nH]c(=O)c1S(=O)(=O)NCC12CC3CC(CC(C3)C1)C2	2	i	14	-4	0	-12	-3	4	-4
CCN(CC)c1nc2cc(C)ccc2cc1/C=C(\C#N)C(N)=O	-20	i	11	6	-9	-61	-2	-10	-56
O=C(NCCc1ccccc1)c1cccnc1N1CCCCCC1	19	i	15	-2	0	12	0	-4	6
CCOC(=O)[C@H]1[C@H]2COc3cc(OC)ccc3[C@@H]2N2C(=O)N(c3cccc(F)c3)C(=O)[C@@]12C	-1	i	0	15	0	13	5	-6	0
COc1ccc(/C(O)=C2/C(=O)C(=O)N(c3ncccn3)C2c2ccc(OC)c(OC)c2)cc1 (centres undefined)	6	i	-1	-1	-3	-4	-4	-10	3
COCCn1cnc2c1c(=O)n(CC(=O)OCC(=O)NCCCc1ccccc1)c(=O)n2Cc1ccccc1	-1	i	-6	9	-2	2	-2	1	-37
CC(Sc1ncn[nH]1)C(=O)NCc1ccccc1 (centres undefined)	4	i	-1	-4	0	-1	-5	-3	-12
Cc1cc(=O)n(C)c(=O)n1CCCCOc1ccc([N+](=O)[O-])cc1	-5	i	-2	-2	2	5	-6	-5	0
N#C/C(=C(/O)CSc1ncn[nH]1)c1nc2ccccc2[nH]1	-10	i	-9	-10	2	-55	-10	-22	-14
Cc1cc(C(F)(F)F)n2nc(C)c(-c3ccc(Cl)cc3)c2n1	3	i	12	-3	3	5	16*	-7	4
C/C(Cc1ccccc1)=N\NC(=O)CNC(=O)Cc1ccc(Cl)cc1	0	i	-3	-4	-3	8	-3	2	-4
CNC(=O)NC(=O)C(NC1CCCc2ccccc21)c1ccccc1 (centres undefined)	-4	i	1	2	0	3	-7	5	-17
O=C(CCc1ccccc1)NCc1ccc2c(c1)OCO2	0	i	-9	-2	1	16	-5	2	-6
CCc1ccc(C2C(C#N)=C(N)N(N(C)C)C3=C2C(=O)CCC3)s1 (centres undefined)	3	i	0	-16	-3	4	1	2	-2
CC(C)CNC(=O)CC(c1ccccc1)c1ccccc1	0	i	0	-6	4	-4	4	-4	13
O=C(c1ccco1)N1CCN(Cc2cc(=O)c(OCc3ccc(F)cc3)co2)CC1	7	i	-10	-7	3	2	0	-6	-10
Cn1nc(C(C)(C)C)cc1C(=O)N1CCCC(c2cc(C(=O)Nc3ccccc3Cl)no2)C1 (centres undefined)	-5	i	12	10	-3	-9	-2	0	-13
CC(C)(C)OC(=O)N1CCN(C(=O)c2[nH]cnc2C(=O)N[C@@H](Cc2ccccc2)C(=O)OCc2ccccc2)CC1	-1	i	-12	20	0	5	0	-5	0
CCCN(C(=O)C1CCCN(c2ncnc3c2nc2n3CCCCC2)C1)c1ccc(F)cc1 (centres undefined)	-2	i	3	4	8.5*	5	0	5	-10
Cc1cccc(OC(C)C(=O)Nc2cc(Cl)ccc2-n2cncn2)c1 (centres undefined)	-3	i	10	10	0	-1	-3	3	14
O=C(/C=C/NNC(=O)c1cccc(Br)c1)c1ccccc1	2	i	11	8	-2	-1	3	1	3
CN(C(=O)c1ccccn1)C1(C(=O)NC2CCCCC2)CCCCC1	3	i	16	0	-3	13	0	-5	-7
COc1ccc(C(=O)N2CCN(c3ccc(C(C)=O)cc3F)CC2)cc1S(=O)(=O)NC1CC1	2	i	3	-6	5	-2	-2	-5	1
CCC1CN(C(=O)N2CCC(C(=O)NCc3ccc(C)o3)CC2)c2ccccc2O1 (centres undefined)	-5	i	11	-4	1	15	-2	-1	-16
CCCS(=O)(=O)NC(=O)C1(C)CCN(C(=O)c2snnc2C)C1 (centres undefined)	1	i	13	-5	-3	-7	-2	-2	22
CC1Cc2ccccc2N1S(=O)(=O)c1cccc(C(=O)NCCCO)c1 (centres undefined)	0	i	11	-6	2	23	1	-4	-6
CCN(CC)c1ccc(/C=N/NC(=O)c2cnccn2)cc1	-6	i	2	-6	3	0	-12	-6	-8
C=CCN1C(=O)C(O)(CC(=O)c2ccco2)c2cc(Br)ccc21 (centres undefined)	3	i	5	-4	1	-9	0	2	12
O=C(O)C1C2C=CC(C2)C1C(=O)NCc1ccoc1 (centres undefined)	-2	i	11	-13	-1	-86	-2	9	25
COc1ccc(C(=O)NC(=S)Nc2ccc(N3CCOCC3)cc2)cc1Cl	1	i	-1	16	1	16	-4	-9	21
Cc1cc(Br)ccc1NC(=O)CN1C(=O)C2C3CC(c4ccccc4)C(C3)C2C1=O (centres undefined)	-3	i	13	43	1	-2	-1	-2	6
O=C1CN(S(=O)(=O)c2ccc(Cl)cc2)c2ccccc2N1	-2	i	13	-2	0	-14	-1	-8	-9
CCN(CC)C(=O)c1cccc(NC(=O)c2ccc3c(=O)n4c(nc3c2)CCC4)c1	2	i	9	1	4	3	-2	-1	0
CC(c1ccccc1)C1NC(C(=O)O)CS1 (centres undefined)	2	i	-5	-5	-2	-23	-1	6	8
COc1ccccc1NS(=O)(=O)c1cccc(C(=O)NCC(c2ccco2)N(C)C)c1 (centres undefined)	2	i	-13	-4	3	0	-4	-6	1
CCNc1nc(NC(C)C)nc(N2CC(=O)N(CC(=O)OCC)C2=N)n1	-1	i	3	-12	-5	3	-4	-5	5

Rin1 Abl inh: hit marks shown above
smiles,MT1-MMP act inh,Neddylation inh,SKN-1 block,Rin1 Abl inh,NRP1-CendR mod,bovine MsrA act,eLon inh,PABP1 MLLE inh
CCCN(C(=O)C1CCCN(c2ncnc3c2nc2n3CCCCC2)C1)c1ccc(F)cc1 (centres undefined),-2,i,3,8.5*,5,0,5,-10

Other entries follow:
SMILES	MT1-MMP act inh	Neddylation inh	SKN-1 block	FAS TE block	Rin1 Abl inh	NRP1-CendR mod	bovine MsrA act	eLon inh	PABP1 MLLE inh
O=C(NCc1ccc2c(c1)OCO2)C1CC(=O)N(C2CCCCCC2)C1 (centres undefined)	1	i	3	-3	2	3	-3	-9	-1
Cc1cccc(N2CCN(C(=O)CCNC(=O)Cn3ccc4ccccc4c3=O)CC2)c1C	-1	i	22	-1	-4	5	-3	4	4
COc1ccc(OCC(=O)Nc2ccc(NC(=O)c3ccco3)c(C)c2)cc1	-1	i	15	-2	3	13	-1	-6	-10
CCC1CCCCN1CC(=O)Nc1cc(C)nn1-c1nc(C)cc(C)n1 (centres undefined)	1	i	-10	-3	3	-3	-3	-2	-3
N#Cc1ccc(OCC(=O)OCCCOC(=O)COc2ccc(C#N)cc2)cc1	-2	i	-2	4	3	20	-4	9	1
O=C(CSc1nnnn1-c1cccc2ccccc12)Nc1ccc(N2CCOCC2)c(Cl)c1	8	i	3	4	5	-8	-11	-3	-2
CC(NC(=O)CNC(=O)Cc1cccc2ccccc12)c1ccc(S(N)(=O)=O)cc1 (centres undefined)	-4	i	1	-4	6	-3	-4	-11	-9
O=C(CN(Cc1ccccc1)S(=O)(=O)c1ccc(Br)cc1)NCC1CCCO1 (centres undefined)	-1	i	12	-2	0	8	-3	-1	6
COc1cc(CN(C(=S)NCC(=O)NC2CCCC2)C2CCCC2)cc(OC)c1OC	-3	i	3	-6	0	4	-4	1	-129
CC(=O)c1cccc(NC(=O)C2CCCN(S(=O)(=O)c3ccccc3)C2)c1 (centres undefined)	-3	i	6	1	1	0	-1	-1	5
CN(Cc1cn(C)c2ccccc12)C(=S)Nc1cc(F)cc(F)c1	2	i	10	5	-1	0	-2	1	-87
Cc1cc(/C=N\NC(=O)COc2cccc3cccnc23)c(C)n1-c1ccc(Br)cc1	-3	i	20	11	2	-4	-2	-4	-28
CCOC(=O)N1CCN(C(=O)COc2cc(=O)n(CC)c3ccccc23)CC1	-2	i	-6	0	1	9	6	-7	-14
CCCCn1c(=O)nc2n(-c3ccc(C)cc3)c3ccccc3cc-2c1=O	3	i	1	-1	-1	-23	-3	-14	-55
CCOC(=O)C1=C(C)N=C2SC(C)C(=O)N2C1c1ccc(OCC)c(OCC)c1 (centres undefined)	-28	i	-14	-4	-2	4	3	4	21
O=C(COc1ccc2ccccc2c1)Nc1cccc2cccnc12	-2	i	-1	23	-4	0	-2	1	-11
O=C(O)c1cccc(S(=O)(=O)N2CCCC(c3nc4c(nnn4Cc4ccc(F)cc4)c(=O)[nH]3)C2)c1 (centres undefined)	2	i	8	0	-1	-7	-1	0	6
O=C(O)c1ccccc1-c1ccc(/C=C/c2cc(C(F)(F)F)[nH]c(=O)n2)o1	-82	i	-23	-14	-3	135	-6	-141	i
Cc1ccc(N=Cc2c(O)ccc3ccccc23)cc1F	1	i	6	-2	-4	-35	-6	-11	-68
O=S(=O)(O)c1cc(O)ccc1O	3	i	9	0	1	-6	1	6	-12
O=C(CCc1nnc(CCCc2ccccc2)o1)NCCCC1CCCC1	1	i	14	13	-1	13	-2	-8	2
COc1ccc(CC(=O)Nc2ccc(-c3cn4ccccc4n3)cc2)cc1OC	11	i	-14	-7	-7	-105	-2	2	7
COc1ccc(CN(C)C(=O)[C@H]2O[C@@H](n3ccc(N)nc3=O)[C@H](O)[C@@H]2O)cc1OC	4	i	14	-6	2	12	-3	0	6
CCN1C(=O)CC(N2CCN(c3ccc(C(=O)c4ccncc4)cc3)CC2)C1=O (centres undefined)	-2	i	-5	-2	-4	-12	-2	-2	-3
CCCC(CCC)C(=O)Nc1ccc2c(c1)N(C(=O)CCN1CCN(C)CC1)c1ccccc1CC2	-2	i	-1	-1	2	1	1	-6	-8
Cc1cccc(C)c1NC(=O)CSc1nnc(NC(=O)CN2CCOCC2)s1	4	i	-21	-7	-1	5	-11	-3	2
CC1(C)CC(=O)C2=C(C1)OC(c1ccncc1)C(C#N)=C2N (centres undefined)	0	i	-18	-6	-2	-5	-6	-11	0
CC(C)(C)c1ccc(NC(=S)NCc2cccnc2)cc1	5	i	-2	2	2	-2	-7	15	-34

Ordered by molecular weight (ascending): part of the list above
SMILES	MT1-MMP act inh	Neddylation inh	SKN-1 block	FAS TE block	Rin1 Abl inh	NRP1-CendR mod	bovine MsrA act	eLon inh	PABP1 MLLE inh
CC1(C)CC(=O)C2=C(C1)OC(c1ccncc1)C(C#N)=C2N (centres undefined)	0	i	-18	-6	-2	-5	-6	-11	0
CC(C)(C)c1ccc(NC(=S)NCc2cccnc2)cc1	5	i	-2	2	2	-2	-7	15	-34
CCN1C(=O)CC(N2CCN(c3ccc(C(=O)c4ccncc4)cc3)CC2)C1=O (centres undefined)	-2	i	-5	-2	-4	-12	-2	-2	-3
